DNMT1 block: blocks human DNA methyltransferase DNMT1; inhibition (reported as % activation of signal), % at 10 µM; 360,000 compounds, 0.83% hits; P26358; DNMT1 molecular beacon, Hinp1I cleavage, fluorescence; in the data active = inhibition above about 50%
SUMO1 PPI mod: modulators of human SUMO1-mediated protein-protein interactions. P63165. AID 602429. SUMO1 binding to a labelled peptide, TR-FRET, 1 h. 360,000 compounds, 0.33% hits. inhibition, % at 20 µM; in the data active = inhibition above about 37%
Target sequence (P63165 whole entry, looked up): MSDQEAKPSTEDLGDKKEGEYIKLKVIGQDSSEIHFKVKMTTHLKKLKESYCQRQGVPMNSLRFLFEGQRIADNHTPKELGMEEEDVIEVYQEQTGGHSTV
CendR NRP1 mod: modulators of CendR peptide binding to human neuropilin-1; FAM-RPARPAR peptide binding to NRP-1, fluorescence polarization; inhibition, % at 25 µM; 360,000 compounds, 0.85% hits; AID 602438;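 active = inhibition or corrected inhibition above about 18%, plus a signal ratio from 0.5 to 1.5, limit read from the data, passing the limit was not always enough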; note: strong numbers were not always called active
Target sequence (O14786 whole entry, looked up): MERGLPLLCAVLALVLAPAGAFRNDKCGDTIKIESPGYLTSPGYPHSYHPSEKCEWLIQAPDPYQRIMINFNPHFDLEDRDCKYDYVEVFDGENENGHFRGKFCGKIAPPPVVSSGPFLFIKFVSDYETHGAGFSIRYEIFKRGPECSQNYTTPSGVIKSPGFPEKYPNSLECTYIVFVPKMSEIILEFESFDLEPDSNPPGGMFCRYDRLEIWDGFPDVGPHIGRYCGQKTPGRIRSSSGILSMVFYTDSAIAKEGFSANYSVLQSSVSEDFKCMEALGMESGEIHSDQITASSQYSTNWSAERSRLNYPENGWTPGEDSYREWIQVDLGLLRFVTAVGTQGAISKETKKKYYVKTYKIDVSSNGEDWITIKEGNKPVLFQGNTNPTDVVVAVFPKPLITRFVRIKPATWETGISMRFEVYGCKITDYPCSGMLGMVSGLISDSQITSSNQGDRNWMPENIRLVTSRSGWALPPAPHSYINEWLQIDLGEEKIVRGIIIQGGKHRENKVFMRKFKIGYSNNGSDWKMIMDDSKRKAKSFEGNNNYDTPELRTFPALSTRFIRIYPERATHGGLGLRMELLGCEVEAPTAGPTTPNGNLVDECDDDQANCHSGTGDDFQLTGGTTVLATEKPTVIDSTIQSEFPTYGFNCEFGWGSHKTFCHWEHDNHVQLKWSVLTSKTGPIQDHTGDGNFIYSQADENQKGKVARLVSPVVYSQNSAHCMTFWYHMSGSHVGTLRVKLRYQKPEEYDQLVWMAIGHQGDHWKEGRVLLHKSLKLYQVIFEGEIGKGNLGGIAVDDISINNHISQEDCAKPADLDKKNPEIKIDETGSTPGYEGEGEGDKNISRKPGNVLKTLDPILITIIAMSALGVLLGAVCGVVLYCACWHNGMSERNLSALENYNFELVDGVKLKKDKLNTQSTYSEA
LMPTP block: blocks human LMPTP phosphatase; P24666; recombinant LMPTP-A, OMFP fluorogenic substrate, fluorescence intensity; inhibition, % at 20 µM; 360,000 compounds, 0.22% hits; AID 651560;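 active = compounds that cut the enzyme signal by at least half of the control window in the single-dose screen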;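 note: plate controls were DMSO wells with enzyme plus substrate for no effect and substrate without enzyme for full effect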
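Test system – LMPTP-A phosphatase enzyme · Quantity – 0.625 nM LMPTP-A final · Reagent – OMFP substrate, 400 µM final · Dosing – one test concentration per compound, 20 µM, with 3% DMSO overall · Timing – 50 min enzyme reaction at room temperature, protected from light · Detection – fluorescence intensity · Controls – substrate-only low control, DMSO enzyme-plus-substrate high control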
Scp-1 inhibitor: blocks human Scp-1 phosphatase activity; 340,000 compounds, 0.88% hits; Recombinant Scp1, phosphopeptide, malachite green phosphate absorbance; AID 493091; inhibition, % at 20 µM; Q9GZU7;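 active = inhibition above about 50% at 20 µM, limit read from the data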;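 note: plate controls were DMSO wells with enzyme for no effect and wells lacking enzyme for full effect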
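Test system: SCP-1 catalytic domain; Buffer or medium: Acidic Tris acetate buffer with magnesium and detergent; Also added: Phosphorylated 17-residue peptide substrate; Compound: single 20 µM dose, 1% DMSO; Schedule: enzyme reaction 45 min at room temperature, colour 5 min, stabilisation 30 min; Signal: Phosphate-binding colour reagent, absorbance read at 630 nm.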
SKN-1 block: C. elegans SKN-1 inhibition | inhibition, % at 21.8 µM | 360,000 compounds, 0.49% hits | C. elegans VP596 Pgst-4::GFP/RFP ratio, acrylamide-induced, 24 h | AID 624304;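 active = interference check ratio from 0.5 to 1.5 plus GFP to RFP signal ratio inhibition reaching or exceeding a fixed threshold, cut at about 30% in these data, passing the limit was not always enough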; note: some compounds called inactive have numbers as strong as hits
NadD block: inhibitors of Staphylococcus aureus NadD | purified NadD enzyme, colorimetric absorbance read-out | inhibition, % at 20 µM | 360,000 compounds, 0.78% hits | AID 602399; in the data active = inhibition above about 26%; note: some compounds past the cut are filed as inactive
STEP inh: blocks human striatal-enriched tyrosine phosphatase; P54829; recombinant STEP, OMFP fluorogenic substrate, fluorescence; inhibition, % at 20 µM; 360,000 compounds, 0.25% hits;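 active = inhibition at 20 µM, scaled per plate between control wells, above about 37%, limit read from the data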;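 note: 0% = DMSO with enzyme and substrate and 100% = substrate only without enzyme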
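medium = Bis-Tris buffer pH 6.0, 2.5 mM DTT, 0.005% Tween 20 | test system = STEP (striatal-enriched tyrosine phosphatase) enzyme, cell-free | measure = normalized % inhibition | compound dosing = 20 µM, 1% DMSO | also added = 25 µM OMFP | schedule = reaction 20 min, ambient temperature | measured by = fluorescence read at 480 nm ex / 540 nm em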
Rpn11 block: blocks the human proteasome subunit Rpn11 | O00487 | human 26S proteasome, Ub4-pepOG fluorescence polarization; 20S core pre-blocked with epoxomicin | calls only at 20 µM | 360,000 compounds, 0.59% hits | AID 588493;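 active = inhibition at 20 µM, scaled to each plate's controls, above about 33%, limit read from the data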
MT1-MMP act inh: MT1-MMP (human) activation inhibition | P50281 | HT1080 RFP-PRO-GFP cells, GFP/RFP ratio fluorescence, overnight; percent of plate control window, DMSO zero | GFP/RFP ratio change, % at 20 µM | 360,000 compounds, 0.061% hits;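 active = GFP/RFP ratio change of at least 30% with cell ATP level not reduced by more than half and red fluorescence within 50% of control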; note: strong numbers were not always called active
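Material: RFP-PRO-GFP reporter HT1080 cells. Dosing: single-point 20 µM compound, 1% DMSO. Controls: DMSO and RFP-L50D-GFP cell wells. Timing: cells overnight before dosing, compound overnight, 37 °C, 5% CO2. Measure: GFP/RFP fluorescence ratio.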
* = called active by the depositor; i = inactive; · = not tested or not shown.

SMILES | DNMT1 block | SUMO1 PPI mod | CendR NRP1 mod | LMPTP block | Scp-1 inhibitor | SKN-1 block | NadD block | STEP inh | Rpn11 block | MT1-MMP act inh
Cc1ccc(C(=O)C(OC(=O)c2cnccn2)c2ccccc2)cc1C (configuration not stated) | 2 | -2 | 2 | -1.0 | -4 | 5 | 0 | -1 | i | 6
O=C(CCC(=O)Nc1nnc(C2CCCCC2)s1)NCC1CCCO1 (configuration not stated) | 5 | 2 | 9 | -1.4 | 7 | 2 | 2 | -1 | i | 3
O=S(=O)(/N=C(/c1ccccc1)N1CCOCC1)c1ccc(F)cc1 | 4 | 5 | 3 | -0.7 | 1 | -5 | -2 | -5 | i | 2
CCOC(=O)CN(C#N)c1nc(N(C)C)nc(N(C)C)n1 | -5 | -2 | -1 | -1.6 | -10 | -6 | -9 | -2 | i | 2
O=C(Nc1ccc(N2CCOCC2)c(Cl)c1)c1ccc(-n2cnnc2)cc1Cl | 0 | 2 | 1 | 0.0 | -2 | 14 | 3 | 3 | i | 3
O=C(CS(=O)(=O)c1ccc(Cl)cc1)Nc1nccs1 | 6 | 10 | 16 | -0.5 | · | -3 | -2 | -4 | i | -3
O=C(CSc1ccc2c(c1)OCCO2)Nc1ccc2c(c1)OCO2 | -5 | -5 | 14 | -0.6 | -9 | 8 | -5 | 0 | i | -3
c1ccc(-c2csc(NNC3=NCCCCC3)n2)cc1 | -10 | -4 | 4 | 0.3 | -9 | -1 | -6 | 5 | i | 4
Cc1[nH]nc2c1C(c1cccc(O)c1)C1=C(CC(C)(C)CC1=O)N2 (configuration not stated) | -1 | -1 | 0 | -0.6 | 1 | -18 | -6 | -18 | i | 8
COC1=CC(=O)c2ccccc2C1=O | 3 | -25 | -5 | -0.3 | 7 | 0 | 3 | 0 | i | -29
Cc1nnc2n1CCCCC2 | -2 | 4 | -6 | -1.1 | -7 | 8 | -3 | 0 | i | -1
CC(C)c1ccc(NC2CCCN(C(=O)CCN3CCCCC3=O)C2)cc1 (configuration not stated) | -2 | 0 | 5 | 0.1 | -2 | 2 | 2 | 3 | i | 0
Cc1ccc(C2c3[nH]c4ccccc4c3C[C@H]3C(=O)N(c4ccccc4C(=O)N4CCC(C(=O)O)CC4)C(=O)N23)cc1 (some centres not stated) | -5 | 6 | 2 | -0.9 | 1 | 8 | 11 | -2 | i | 1
Cc1ccc(S(=O)(=O)N2CCOCC2)cc1NC(=O)COc1ccc(C(=O)c2ccccc2)cc1 | -4 | 0 | -3 | 1.8 | 4 | -4 | -4 | 1 | i | -1
Cc1cc(C)n2nc(CC(=O)NNC(=O)c3ccc(N(C)C)cc3)nc2n1 | 5 | 10 | -3 | -1.9 | 1 | -5 | -6 | -4 | i | -3
COc1ccc(NC(=O)Cn2nc3n(c2=S)CCC3)cc1 | 4 | -2 | 4 | -0.6 | -7 | -3 | 2 | 2 | i | -1
Cn1c(SCC(=O)Nc2ccc(Br)cc2)nc(O)cc1=O | -1 | 3 | 0 | -0.1 | -20 | 18 | 6 | 1 | i | -2
CC(=O)Nc1cccc(C(=O)OCC(=O)NCc2cc(C)c(O)c(C)c2)c1 | -2 | -1 | 1 | -2.2 | -3 | -8 | 0 | -2 | i | -2
CCOC(=O)c1[nH]c(C)c(C(=O)NC2CCCCC2)c1C | -1 | 5 | -1 | -0.2 | 7 | 4 | -2 | -2 | i | 1
CCOc1nc(NCCO)nc(NCCC2=CCCCC2)n1 | 3 | 1 | -2 | -0.4 | -10 | -24 | -9 | 0 | i | 2
O=C(CSc1nnc(COc2ccccc2)o1)NC1CC2CCC1C2 (configuration not stated) | 0 | 4 | 5 | -0.8 | -3 | -1 | 1 | 1 | i | -2
COc1ccc(C(CNC(=O)C(=O)NC2CCCCC2)N2CCN(C)CC2)cc1 (configuration not stated) | -1 | 2 | -2 | -0.6 | -2 | 15 | -1 | 3 | i | 0
CCc1cc(C(=O)c2ccc(OC)cc2)c(NC(=O)CC(C)(C)CC(=O)O)s1 | 2 | -11 | 12 | -0.9 | -7 | 4 | -3 | 0 | i | -8
O=C(NCCc1cccc(Cl)c1)c1cccnc1 | 2 | -4 | 8 | 1.0 | -10 | 4 | -2 | 4 | i | 0
Cc1ccc2c(c1)N(CC(=O)NCCCN1CCOCC1)C(=O)C(C(C)C)O2 (configuration not stated) | 1 | -4 | 0 | -1.4 | -1 | -3 | -5 | -2 | i | 2
COc1ccccc1C(=O)NC(=S)Nc1cccc2cc(O)ccc12 | -8 | -6 | 4 | 2.4 | -6 | -2 | 0 | -1 | i | 4
COc1cc(CNn2cn[nH]c2=S)cc(Cl)c1OCc1ccc(F)cc1 | -6 | 0 | 9 | -44 | -3 | -6 | 6 | 1 | i | 7
O=C(NCC1(c2ccccc2)CCCC1)c1ccccc1 | -1 | -2 | 6 | -1.7 | -3 | 10 | -4 | -1 | i | -5
CCn1c(SCC(=O)NCCCN2CCCC2=O)nnc1-c1cccc(C)c1 | 10 | 3 | 2 | -1.2 | 1 | -11 | -6 | -7 | i | -1
Cc1c2ccccc2cc[n+]1CCCS(=O)(=O)[O-] | 2 | -9 | 6 | -1.8 | -4 | 2 | 5 | 0 | i | 0
O=c1onc(-c2ccc(Cl)cc2Cl)n1-c1cccnc1 | 0 | -4 | -7 | -1.4 | -5 | 7 | 6 | 1 | i | -1
COc1ccc(CNC(=O)CCCC(=O)Nc2cccc(Br)c2)cc1 | -3 | -2 | -9 | 1.1 | -14 | 13 | -8 | -2 | i | 0
C[C@]12CCC3C(CC=C4C[C@@H](O)CC[C@@]43C)C1CCC2[C@]1(C)CCC(=O)O1 (some centres not stated) | -1 | 3 | -19 | -0.6 | 58* | 13 | 6 | -3 | i | 0
CC(=O)Nc1nonc1-c1nc2ccccc2n1CC1CC1 | 2 | -4 | -1 | -2.8 | 16 | -9 | -2 | -3 | i | -3
COc1ccc2cc(C3CC=C(COC(C)=O)CN3S(=O)(=O)c3ccccc3[N+](=O)[O-])n(C(=O)OC(C)(C)C)c2c1 (configuration not stated) | · | 1 | 6 | 1.1 | · | 8 | · | · | · | -6
O=C(COc1ncnc2cc([N+](=O)[O-])ccc12)NC1CCCCC1 | -1 | -25 | 3 | -1.6 | -2 | 3 | -8 | -1 | i | 3
Cc1ccc2c(C)nc(N/C(N)=N/S(=O)(=O)c3ccc([N+](=O)[O-])cc3)nc2c1 | -5 | -15 | 3 | -1.0 | -5 | 0 | 15 | 4 | i | 4
C=CCC[C@H](Cc1ccc(F)cc1)C(=O)OC[C@@H](NC(=O)[C@H](CC=C)CC(=O)NCCO)c1ccccc1 | 1 | 3 | -1 | 0.8 | -11 | -4 | -8 | 0 | i | 2
CCOc1ccccc1N1CCN(c2ncnc3scc(-c4ccc(OC)cc4)c23)CC1 | -2 | -7 | 1 | 5.8 | 5 | 1 | 18 | 4 | i | -4
CN(Cc1ccc(OC(F)F)cc1)Cc1nc2c(Br)cc(Br)cc2c(=O)[nH]1 | 1 | 5 | 1 | 3.6 | -6 | -7 | -1 | 11 | i | 3
CCC(Sc1nc(C)cc(=O)[nH]1)C(=O)Nc1nc(-c2ccccc2)cs1 (configuration not stated) | -7 | 19 | 3 | 1.1 | 0 | 30 | 5 | -2 | i | 1
C[C@H]1CN=C2N(CCNC(=O)CCC3CCCCC3)[C@H](Cc3ccc(O)cc3)CN21 | 1 | -3 | -2 | -1.1 | -3 | 9 | -13 | 1 | i | -1
O=C(Nc1cccc(S(=O)(=O)N2CCCCC2)c1)C1CC(=O)N(Cc2ccco2)C1 (configuration not stated) | 1 | 3 | -5 | 0.5 | 3 | -3 | -8 | -2 | i | -1
Cc1cc(C)n2cc(CSc3ncccc3C(=O)O)nc2n1 | 0 | -2 | 5 | -1.2 | -13 | 5 | 0 | 1 | i | 2
COc1ccc(-c2nnc(OCc3ccccc3)c3ccccc23)cc1 | 3 | 0 | 8 | 4.1 | 3 | -15 | 1 | 6 | i | -2
COc1ccc(C(=O)NC2CC3CCCC(C2)N3CC(C)C)cc1 (configuration not stated) | -6 | 4 | 8 | -0.3 | 2 | -3 | -2 | 0 | i | -2
O=C(O)c1ccc(N/N=C/c2cn(-c3ccccc3)nc2-c2cccs2)cc1 | -3 | 8 | -4 | 0.9 | 11 | -3 | 8 | -3 | i | 3
Nc1ccccc1C(=O)N1O[C@@H]2C=C[C@H]1C2 | 0 | 1 | 0 | 0.9 | -4 | -24 | 3 | -3 | i | 0
COc1ccc(OC)c(NC(=O)Cn2c(CCC(=O)O)ccc2-c2cccs2)c1 | -3 | 3 | -8 | -0.6 | -5 | 0 | 3 | -2 | i | -4
O=C(O)/C=C/C(=O)N1CCN(C(=O)/C=C/C(=O)O)CC1 | 4 | 0 | 4 | -2.9 | -6 | 4 | -4 | -10 | i | 1

Next part:
SMILES | DNMT1 block | SUMO1 PPI mod | CendR NRP1 mod | LMPTP block | Scp-1 inhibitor | SKN-1 block | NadD block | STEP inh | Rpn11 block | MT1-MMP act inh
CC(=O)N1N=C(c2ccco2)CC1c1ccc(Br)cc1 (configuration not stated) | -7 | -3 | 3 | -1.8 | -2 | 5 | -8 | 2 | i | -2
COc1ccc(-n2ncc3c2CC(C)(C)CC3NC(=O)c2ccc(OC)o2)cc1 (configuration not stated) | 0 | -4 | 9 | -1.1 | -3 | 20 | 3 | -2 | i | 1
CCn1c(SCC(=O)Nc2nc(C)c(C)s2)nc2cccnc21 | 1 | 0 | 1 | -0.3 | -5 | 10 | 0 | -1 | i | -2
COCCC(=O)Nc1ccc2c(c1)CN(C(=O)CSC)CC2 | 0 | 16 | -4 | -2.1 | -4 | 5 | -8 | -3 | i | -5
O=C(O)CSc1nc2ccccc2s1 | 4 | -1 | -7 | -2.2 | -7 | -3 | -7 | 9 | i | -4
CC(C)(C)NC(=O)C1(C)CCC(=O)N1C1CC1 (configuration not stated) | 2 | 4 | 5 | -1.3 | · | 6 | -2 | -5 | i | 3
